Compound activity as filed in PubChem BioAssay.
RXFP1 antag: antagonists of human relaxin receptor RXFP1; 0.59% of 350,000 active; HEK293-RXFP1, relaxin-stimulated cAMP HTRF, 30 min; stronger effect = lower value; Q9HBX9; AID 1259400; activity change, negative = inhibition, % at 57.5 µM;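 active means activity change of -60% or lower, but not beyond a set lower limit; inconclusive means change between -60% and -40%, or beyond the set limit; inactive means change above -40%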; further: on the % scale 0 is the no-effect control and ±100 the full control effect
D2 antagonist: antagonizes the human D2 dopamine receptor | P14416 | HEK293 TREx D2 cells, calcium flux, dopamine EC80 | inhibition, % at 10 µM | 2% of 340,000 active; in the data active means inhibition above about 30%; further: 0% is about no effect
Target sequence (P14416 whole entry, looked up): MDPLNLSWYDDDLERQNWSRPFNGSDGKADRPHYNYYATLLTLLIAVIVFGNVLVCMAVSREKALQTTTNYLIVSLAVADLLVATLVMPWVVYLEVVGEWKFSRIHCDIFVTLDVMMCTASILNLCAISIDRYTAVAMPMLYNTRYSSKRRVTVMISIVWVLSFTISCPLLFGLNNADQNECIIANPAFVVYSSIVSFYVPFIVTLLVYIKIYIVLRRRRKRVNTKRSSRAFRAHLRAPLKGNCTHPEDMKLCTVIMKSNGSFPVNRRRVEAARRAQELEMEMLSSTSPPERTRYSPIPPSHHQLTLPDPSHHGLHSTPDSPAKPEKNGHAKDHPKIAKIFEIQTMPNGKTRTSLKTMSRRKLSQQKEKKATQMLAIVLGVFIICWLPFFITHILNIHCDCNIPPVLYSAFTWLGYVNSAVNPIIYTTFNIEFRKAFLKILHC
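Tetracycline-induced HEK293 TREx cells expressing D2 receptor forced-coupled to calcium signalling, loaded with no-wash calcium dye. Compounds added and calcium flux read 180 s, then dopamine added at EC80 and read a further 180 s.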
D1 PAM: enhances dopamine response at the human D1 receptor. P21728. HEK293 TREx D1 cells, calcium flux, dopamine EC20 potentiation. potentiation, % at 10 µM. 0.036% of 360,000 active. AID 504651; in the data active means potentiation above about 30%; further: 0% is about no effect
Target sequence (P21728 whole entry, looked up): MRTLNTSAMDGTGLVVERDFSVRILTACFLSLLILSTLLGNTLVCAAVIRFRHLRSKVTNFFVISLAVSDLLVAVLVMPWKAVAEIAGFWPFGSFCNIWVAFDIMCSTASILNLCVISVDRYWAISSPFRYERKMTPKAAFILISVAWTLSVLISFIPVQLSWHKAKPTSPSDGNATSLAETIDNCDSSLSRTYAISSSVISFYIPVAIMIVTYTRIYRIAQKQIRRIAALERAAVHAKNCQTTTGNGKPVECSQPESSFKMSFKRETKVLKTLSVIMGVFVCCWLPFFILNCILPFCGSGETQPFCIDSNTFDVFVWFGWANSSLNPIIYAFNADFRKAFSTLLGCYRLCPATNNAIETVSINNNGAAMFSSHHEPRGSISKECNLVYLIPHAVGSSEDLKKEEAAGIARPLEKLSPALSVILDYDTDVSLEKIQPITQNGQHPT
D1 agonist: agonists of human D1 dopamine receptor; P21728; HEK293 T-REx D1 cells, calcium flux, agonist mode; activation, % at 2 µM; 1% of 360,000 active; AID 504660; further: 0% is about no effect
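Inducible HEK293 T-REx D1 cells, force-coupled to calcium signalling, were plated at 4000 cells/well with tetracycline and held overnight at 30 C. After no-wash calcium dye loading, compound-evoked calcium rise over 180 s flagged agonists.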
TRHR agonist: TRH receptor (human) agonism; P34981; TRHR cells, calcium flux fluo-8, FDSS agonist mode; activation, % at 2 µM; 0.18% of 360,000 active; further: 0% is about no effect
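Agonist-mode FDSS calcium read (Ex 480/Em 530, 1 s cycles) in 1536-well TRHR cells with fluo-8 dye, after 10-cycle baseline and 23 nL compound addition; TRH at EC20 (10 nM final) added afterwards for the enhancer phase.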
D2 agonist: D2 dopamine receptor (human) agonism. P14416. AID 485358. activation, % at 2 µM. 0.53% of 340,000 active. HEK293 T-REx D2 cells, calcium flux agonist mode;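 active means activation over 3 SD above normal in the single-dose calcium agonist read, cut at about 30% in these data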; further: 0% is about no effect
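HEK293 Trex D2 cells, tetracycline-induced, o/n 30 C 5% CO2; no-wash Ca dye, RT 30–90 min; 10-cycle baseline, 23 nl cpd added, kinetic Ca read 180 s; agonist hits = positive Ca response.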
D1 antag: human D1 dopamine receptor antagonism. P21728. HEK293 TREx D1 cells, calcium flux, dopamine EC80; stronger effect = lower value. activity change, negative = inhibition, % at 10 µM. 3.2% of 360,000 active. AID 504652; in the data active means activity change below about -30%; further: on the % scale 0 is the no-effect control and ±100 the full control effect
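Compound effects on dopamine-evoked calcium signalling were measured in tetracycline-induced HEK293 Trex D1 cells. Dopamine at EC80 followed a 180 s compound pre-read, and fluorescence was tracked kinetically for 180 s more.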
TRHR enhancer: allosterically enhances the human TRH receptor; P34981; TRHR cells, fluo-8 calcium fluorescence, EC20 TRH enhancement; enhancement, % at 2 µM; 0.66% of 360,000 active; in the data active means enhancement above about 30%; further: 0% is about no effect
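TRHR-expressing cells loaded with fluo-8 calcium dye were read kinetically (ex 480/em 530) during compound addition, then stimulated with an EC20 of TRH (10 nM final). Enhancement of the Gq-mediated intracellular calcium response was scored.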
D2 PAM: positively modulates the human D2 dopamine receptor allosterically; HEK293 T-REx D2, calcium flux, EC20 dopamine potentiation; potentiation, % at 10 µM; 0.34% of 340,000 active;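 active means potentiation over 3 SD above the plate norm, cut at about 30% in these data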; further: 0% is about no effect
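Calcium flux readout, no-wash dye, 1 read/s. Inducible HEK293 Trex D2 line, overnight 30 C. Compound alone 180 s (agonist flags), then EC20 dopamine, another 180 s to score potentiation.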
* marks the source's active call; other numbers are inactive results; ? = inconclusive; / = not tested or not shown. Unless noted, no stated cut-off is given here; in the data, active means activation above about 30%; inactive means the rest.

SMILES | RXFP1 antag | D2 antagonist | D1 PAM | D1 agonist | TRHR agonist | D2 agonist | D1 antag | TRHR enhancer | D2 PAM
Cc1ccc(NC(=O)C2CCN(c3nc4ccccc4[nH]3)CC2)cc1Cl | ? | / | 5 | 1 | -0.2 | -1.5 | -11 | 2 | -18
CCC/S(C)=N/S(=O)(=O)c1ccc(C)cc1 (centres undefined) | 0 | -10 | 1 | 2 | -0.1 | 2.6 | 5 | -5 | -9
Cc1ccc(C(=O)OCC(=O)c2ccc[nH]2)s1 | 1 | / | -4 | 2 | 0.8 | / | -14 | 1 | /
Cc1cc(=O)n2c(C)n[nH]c2n1 | -4 | 1 | 0 | 0 | 0.4 | 1.3 | -22 | -6 | -7
CCCc1nc2oc3c(N4CCNCC4)ncnc3c2c2c1CCCC2 | / | 8 | 5 | 2 | -0.9 | -0.3 | 6 | -10 | -10
O=C(OCc1nnc(-c2ccccc2)o1)c1ccccc1 | 0 | -9 | 7 | 4 | -0.4 | 0.1 | 1 | 14 | -4
CC(C)(C)OC(=O)N1CCC(c2c(C(=O)NCCN3CCOCC3)cnn2-c2cccc(F)c2)CC1 | -6 | / | 3 | 1 | 3.1 | 1.5 | 4 | 11 | 1
COc1cc(C(=O)Nc2ccc(-n3c(C)nc4ccccc4c3=O)cc2)cc(OC)c1OC | / | / | -1 | -4 | -0.3 | -1.5 | / | 2 | 8
COc1ccc(C(=O)NCc2csc(C(C)C)n2)cc1OC1CCN(C(C)=O)CC1 | -6 | -38 | -4 | 2 | 0.1 | 0.1 | 3 | 1 | 0
Cc1ccccc1/C=N/NC(=O)Cc1ccc(Cl)cc1 | ? | 19 | -1 | 5 | -0.4 | -0.5 | -11 | -6 | -21
Cc1ncc(CO)c2cc(-c3nnc(Nc4ccc5c(c4)OCO5)s3)c(=O)oc12 | -8 | -4 | -2 | 2 | 0.3 | 2.0 | 6 | 1 | -2
O=C(NC12CC3CC(CC(C3)C1)C2)c1cccc([N+](=O)[O-])c1 | -5 | -3 | 2 | 2 | -2.2 | -2.0 | 6 | -2 | 1
Cc1cc(CN2CCCC(CO)(Cc3cccc(Cl)c3)C2)n[nH]1 (centres undefined) | ? | / | -5 | 9 | -0.3 | / | 17 | 8 | 7
CCCCn1c(N)c(N(CCOC)C(=O)c2cccc(S(=O)(=O)N(CC)c3ccccc3)c2)c(=O)[nH]c1=O | 0 | 13 | 6 | 3 | -0.1 | 0.5 | -15 | 0 | -17
Cc1ccc(NC(=O)OC(C)CNC(=O)Oc2cccc(C)c2)cc1 (centres undefined) | 2 | -1 | -6 | 3 | -0.6 | -1.1 | -32* | 6 | -6

Structures above that bear a hit mark in D1 antag.
Structure	RXFP1 antag	D2 antagonist	D1 PAM	D1 agonist	TRHR agonist	D1 antag	TRHR enhancer	D2 PAM
Cc1ccc(NC(=O)OC(C)CNC(=O)Oc2cccc(C)c2)cc1 (centres undefined)	2	-1	-6	3	-0.6	-32*	6	-6

Individual results from the results shown.
D1 antag with COc1ccc(C(=O)NCc2csc(C(C)C)n2)cc1OC1CCN(C(C)=O)CC1 stands at 3
D1 PAM with Cc1cc(CN2CCCC(CO)(Cc3cccc(Cl)c3)C2)n[nH]1 (centres undefined) stands at -5
D1 PAM with O=C(OCc1nnc(-c2ccccc2)o1)c1ccccc1 stands at 7
TRHR agonist with Cc1ccccc1/C=N/NC(=O)Cc1ccc(Cl)cc1 stands at -0.4
D2 antagonist with O=C(NC12CC3CC(CC(C3)C1)C2)c1cccc([N+](=O)[O-])c1 stands at -3

(listing goes on)
SMILES | RXFP1 antag | D2 antagonist | D1 PAM | D1 agonist | TRHR agonist | D2 agonist | D1 antag | TRHR enhancer | D2 PAM
COc1cccc(/C=C2/SC(=S)N(CCCC(=O)Nc3ccc(O)cc3)C2=O)c1 | -7 | -10 | -6 | 8 | 0.2 | -0.4 | -24 | 4 | 6
COc1ccc(C(=O)c2c[nH]c(C(=O)NCc3cccnc3)c2)cc1 | -10 | / | -2 | 1 | -0.1 | / | -20 | 8 | /
O=C(COc1ccc(Cl)cc1)OCC(=O)N1CCCCCC1 | -12 | -7 | 7 | 1 | -0.3 | 0.4 | -34* | -2 | 5
Cc1ccc(NC(=O)CSc2n[nH]c(=O)n2C2CC2)cc1S(=O)(=O)N1CCOCC1 | 25 | -51 | -4 | 21 | -0.2 | 0.3 | 1 | 6 | 9
COc1ccc(NC2CCCN(C(=O)CCN3Cc4ccccc4C3=O)C2)cc1 (centres undefined) | 1 | -9 | -3 | 2 | 0.1 | -0.7 | -94* | 1 | -21
COc1cc2c(cc1OC)C(=O)N(C)CC2 | / | -10 | -3 | -3 | 0.4 | 0.1 | 7 | 4 | 1
CC(=O)Oc1ccc(C(=O)Cc2ccc3ccccc3n2)c(O)c1C | -1 | 2 | -2 | 32* | 10 | 8.6 | 0 | 3 | 3
Cc1ccc(NC(=O)C2CCCN(C(=O)c3ccc(Cl)cc3)C2)cc1S(=O)(=O)N1CCOCC1 (centres undefined) | -4 | 9 | 2 | 4 | -0.9 | -2.1 | 5 | 0 | -1
Cc1nnc(SCCN2CCOCC2)c2nn(-c3ccccc3F)c(C)c12 | / | 13 | 1 | 0 | -0.1 | -0.9 | -2 | 2 | 0
CC(C)CNC(=O)N1c2ccccc2Sc2ccccc21 | -29 | / | -7 | 0 | 0.0 | / | 0 | -5 | /
CC(=O)Nc1ccc(CN2CCN(CC(C)C)C(CCO)C2)cc1 (centres undefined) | -4 | / | 6 | 0 | 0.6 | / | 1 | 4 | 1
O=C(CN1CCCCCC1)Nc1ccccc1[N+](=O)[O-] | 9 | 7 | 6 | 1 | -0.1 | 0.2 | -4 | -2 | 1
CC(Oc1cc2oc(=O)c3c(c2cc1Cl)CCC3)C(=O)NC1CC(C)(C)NC(C)(C)C1 (centres undefined) | -7 | 19 | -2 | 4 | -0.4 | -0.3 | 38 | 0 | -2
O=C(CCc1ccccc1)Nc1ccc(NS(=O)(=O)c2ccccc2)cc1 | -1 | -16 | -4 | 3 | -1.0 | -0.1 | 0 | 1 | 9
NC1=NC(=O)/C(=C\c2ccsc2)S1 | -7 | 19 | 1 | 3 | 0.7 | 0.4 | -10 | 7 | -2

Given as comma-separated lines: 2 of the compounds above.
Structure,RXFP1 antag,D2 antagonist,D1 PAM,D1 agonist,TRHR agonist,D2 agonist,D1 antag,TRHR enhancer,D2 PAM
Cc1ccc(NC(=O)CSc2n[nH]c(=O)n2C2CC2)cc1S(=O)(=O)N1CCOCC1,25,-51,-4,21,-0.2,0.3,1,6,9
COc1cccc(/C=C2/SC(=S)N(CCCC(=O)Nc3ccc(O)cc3)C2=O)c1,-7,-10,-6,8,0.2,-0.4,-24,4,6

Following part.
SMILES | RXFP1 antag | D2 antagonist | D1 PAM | D1 agonist | TRHR agonist | D2 agonist | D1 antag | TRHR enhancer | D2 PAM
Cc1cc(C)c(Nc2cc(S(=O)(=O)O)c(N)c3c2C(=O)c2ccccc2C3=O)c(C)c1 | -29 | -21 | -2 | 40* | -0.3 | -0.8 | -15 | 3 | -15
COc1ccccc1N1CC(C(=O)OCC(=O)Nc2cc(C)on2)CC1=O (centres undefined) | 4 | / | -3 | 0 | -0.1 | / | 0 | 20 | /
COc1ccccc1CC(=O)N(Cc1ccccc1)c1ccc(C)cc1 | -12 | 7 | 5 | 6 | 0.6 | -0.1 | -10 | -2 | 1
COc1ccc(N2C(=O)c3ccccc3NC23CCCC3)cc1 | 2 | 1 | -8 | 3 | 0.7 | 0.1 | -29 | -8 | 6
CCc1ccc(NC(=O)CCCc2nnc3n(C(C)CC)c(=O)c4sccc4n23)cc1 (centres undefined) | 1 | / | -1 | 2 | 0.1 | 1.9 | 6 | 7 | 1
CCN(c1cccc(C)c1)S(=O)(=O)c1nnc(NC(=O)c2ccccc2Cl)s1 | -34 | / | 9 | 10 | 0.8 | 0.0 | 1 | -3 | -3
Cc1ccc(NC(=O)C2CCCN(S(=O)(=O)c3cn(C(C)C)cn3)C2)c(C)c1 (centres undefined) | / | / | 0 | -1 | -1.1 | 0.7 | 21 | 8 | 8
Cc1ccc(S(=O)(=O)N2CCOCC2)cc1C(=O)NCc1cn2ccsc2n1 | -5 | 10 | -6 | 3 | 0.1 | 0.4 | 2 | -4 | -9
Cc1ccc(SCC(=O)NCCN2C(=O)CSC2=O)cc1C | 1 | 14 | -2 | 1 | -0.1 | -0.3 | -4 | -5 | -6
CCOC(=O)c1c(C)[nH]c(C(=O)CN2C(=O)NC(CC)(c3ccccc3)C2=O)c1C (centres undefined) | -5 | 5 | -3 | 18 | -0.6 | 0.1 | 34 | 10 | 4
Cc1ccc(C(=O)NC2CCN(CC(=O)Nc3ccccc3Cl)CC2)cc1 | -22 | 2 | -4 | 1 | -2.1 | -0.9 | -1 | 0 | 1
Cn1cnnc1SCC(=O)Nc1ccc(Cl)c(S(=O)(=O)N2CCOCC2)c1 | 0 | -4 | -13 | 3 | 0.4 | 2.2 | -20 | -3 | -11
O=C(/C=C/Nc1ccccc1)C(F)(F)F | 15 | -11 | -2 | 5 | 0.7 | 2.1 | 2 | 3 | -2
CCc1nnc(NC(=O)Cc2ccc(OCc3c(C)noc3C)cc2)s1 | -18 | / | 13 | 4 | -0.9 | / | 8 | 1 | /
COc1ccc(C)cc1S(=O)(=O)NCC(c1ccco1)N1CCc2ccccc2C1 (centres undefined) | -14 | -4 | -10 | 3 | -0.1 | -0.2 | -17 | 3 | 0
COC(=O)Cn1cnc2c1c(=O)n(C)c(=O)n2C | -7 | 12 | -4 | -2 | 0.1 | -0.2 | -6 | 7 | 17
COc1ccc(CCN(C)Cc2cccc3ccccc23)cc1OC | -8 | -4 | -15 | 1 | -0.2 | 1.2 | 0 | -1 | -17
C=CCn1c(=O)c2ccccc2n2c(Sc3nnnn3-c3ccccc3)nnc12 | -21 | 1 | -2 | 2 | 0.1 | -0.4 | -8 | -1 | -8
C=CCNc1nc(-c2ccccc2)c(C(=O)OCC)cc1C#N | -2 | 22 | -3 | 2 | 0.3 | 2.8 | 18 | -3 | 6
CC(C)CNC(=O)c1ccc(C2SCC(=O)N2Cc2ccccc2)cc1 (centres undefined) | -2 | 3 | 1 | 4 | 0.1 | 0.0 | -1 | 10 | 3
